# S100A4 MyoIIA = inhibitors of S100A4-myosin IIA peptide binding, primary screen, biochemical, fluorescence polarization, TAMRA-MyoIIA peptide | Protein S100-A4 (Homo sapiens), P26447 | 360,000 tested, 0.14% active | inhibition, % at 10.7 µM;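 active = mean inhibition of at least 70% across replicates, with every replicate also reaching that level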
# Target sequence (P26447 whole entry, looked up): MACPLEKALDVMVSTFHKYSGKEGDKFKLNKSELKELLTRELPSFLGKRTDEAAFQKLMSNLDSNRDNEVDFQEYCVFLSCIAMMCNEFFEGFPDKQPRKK
#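 Assay system: human S100A4 monomer with TAMRA-labelled myosin IIA peptide / Buffer or medium: Calcium-containing HEPES buffer, pH 7.2 / Reagent: TAMRA-labelled myosin IIA heavy-chain peptide probe, 5 nM / Compound: one dose per compound / Timing: polarization read 5 min after assay mix addition, stable 5–60 min / Benchmarks: neutral control DMSO, positive control TFP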
# Xi reactivation = activators of inactive X chromosome reactivation, primary screen, imaging, XiGFP fibroblasts, GFP high-content imaging, set 2; XiGFP mouse fibroblasts, % GFP-positive cells imaging, 3 d; cells co-treated with 5-aza-dC sensitizer; scaled so ellipticine positive control = 100%; activation, % at 7.58 µM; 360,000 tested, 0.055% active;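 active = mean normalized replicate activation at least 10% and every replicate at or above 10%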;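 note: 0% = median of on-plate neutral control wells and 100% = ellipticine 6 µM median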
#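 Material: XiGFP fibroblasts, SV40-immortalized; Buffer or medium: DMEM containing 5-aza-dC; Compound dosing: single point; Times: 3 days compound exposure.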
# RAD52 anneal inh = RAD52 DNA annealing inhibitors, primary screen, biochemical, FRET, single point, set 2 | 360,000 tested, 0.46% active | recombinant RAD52 DNA annealing, FRET fluorescence | inhibition, % at 18.7 µM;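 active = every replicate showing at least 50% inhibition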
# RAD54 inh = inhibitors of human RAD54 branch migration, primary screen, biochemical, fluorescence, single point | DNA repair and recombination protein RAD54-like (Homo sapiens), Q92698 | 360,000 tested, 0.14% active | RAD54 Holliday junction branch migration, FAM/BHQ fluorescence | AID 602329, 2012 | inhibition, % at 10.4 µM;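 active = mean normalized replicate activity at least 40 and at least half of replicates scoring 40 or more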;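 note: 0% = median of neutral control wells and 100% = median of positive control wells; inhibitors cause a drop in the FAM fluorescence signal; in these data hits start at about 50%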
# Target sequence (Q92698 whole entry, looked up): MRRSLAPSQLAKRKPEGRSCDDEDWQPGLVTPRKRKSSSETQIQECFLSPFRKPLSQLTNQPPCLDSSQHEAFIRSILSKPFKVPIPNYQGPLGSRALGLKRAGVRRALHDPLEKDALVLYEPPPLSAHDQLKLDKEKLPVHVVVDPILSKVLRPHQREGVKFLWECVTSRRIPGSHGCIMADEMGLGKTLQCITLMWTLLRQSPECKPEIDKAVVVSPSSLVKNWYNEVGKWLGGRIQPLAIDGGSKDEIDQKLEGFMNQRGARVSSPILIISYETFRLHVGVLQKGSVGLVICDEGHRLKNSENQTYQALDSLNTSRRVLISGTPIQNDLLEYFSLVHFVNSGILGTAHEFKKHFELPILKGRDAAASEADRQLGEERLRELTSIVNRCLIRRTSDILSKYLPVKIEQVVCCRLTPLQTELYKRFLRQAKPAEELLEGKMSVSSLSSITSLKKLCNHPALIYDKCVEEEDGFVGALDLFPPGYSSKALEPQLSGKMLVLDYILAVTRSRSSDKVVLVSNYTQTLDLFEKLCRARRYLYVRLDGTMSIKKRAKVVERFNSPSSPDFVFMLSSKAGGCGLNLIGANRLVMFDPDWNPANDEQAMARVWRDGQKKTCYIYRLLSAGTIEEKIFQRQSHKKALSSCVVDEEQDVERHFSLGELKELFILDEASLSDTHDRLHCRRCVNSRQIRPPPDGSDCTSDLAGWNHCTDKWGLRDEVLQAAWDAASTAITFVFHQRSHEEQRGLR
# E-sel inducer = E-selectin induction in HUVECs, primary screen, imaging, HUVEC, immunofluorescence imaging, single point; 260,000 tested, 0.37% active; activation, % at 7.58 µM; P16581; normalized: neutral wells 0, TNF-alpha wells 100;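 active = mean E-selectin-positive cell signal at least 10% of the positive control, reached in at least 60% of replicates, without over 20% cell loss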;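 note: in these data hits start at about 27%; measured in HUVEC primary endothelial cells; signal is the percent of cells scored E-selectin positive by PE staining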
#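 Test system – human umbilical vein endothelial cells (HUVEC), E-selectin induction · Input – 3,000 HUVEC seeded per well · Buffer or medium – EGM-2, gelatin · Compound dosing – single-point compound dose · Detection – immunofluorescence imaging · Measure – percent E-selectin-positive cells · Controls – TNF-alpha high, DMSO low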
# EWS-Fli inh = EWS/Fli-driven NR0B1 reporter inhibitors, primary screen, A673 cells, NR0B1 luciferase, luminescence, MLPCN library; AID 651661, 2012; viability-normalised; inhibition, % at 12.6 µM; 350,000 tested, 0.67% active;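 active = mean inhibition of at least 50% after viability correction, with every replicate also passing that limit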;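 note: firefly luciferase signal divided by Alamar Blue viability fluorescence both relative to DMSO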
# FN deposition inh = inhibitors of fibronectin matrix deposition, primary screen, AH1F cells, Alexa488-fibronectin fluorescence, plate reader. AH1F fibroblasts, overnight. AID 743247, 2014. inhibition, % at 12.6 µM. 350,000 tested, 0.086% active;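 active = mean inhibition across replicates of 30% or more, regardless of how many single replicates reach that level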;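 note: positive control wells lacked labelled fibronectin entirely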
#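 Measured by – fluorescence 485/525 nm · System – AH1F fibroblast monolayer, labelled fibronectin deposition · Amount – 10000 cells per well · Buffer or medium – serum-reduced DMEM (2% serum) · Doses – single dose, pinned · Also added – fluorescent fibronectin at 24 nM final · Schedule – 1 h cell attachment, overnight exposure to compound and label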
# esBAF inh = Bmi1 luciferase reporter increase in mESCs, primary screen, esBAF inhibitor project, mouse ES cells, Bmi1 luciferase knock-in, single point; 350,000 tested, 2% active; reporter increase, % at 12.5 µM; 24 h; 100% = twice the neutral-well signal; AID 602393, 2012; in the data active = activation above about 40%;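 note: 0% = median of the plate's neutral control wells and 100% = double that signal; a rise in the Bmi1 reporter signal indicates esBAF inhibition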
# Numbers without * were called inactive; . = no result given; & = joins results of further samples. Compounds as they come; about 3% have a hit in one of these screens.
SMILES,S100A4 MyoIIA,Xi reactivation,RAD52 anneal inh,RAD54 inh,E-sel inducer,EWS-Fli inh,FN deposition inh,esBAF inh
Cc1noc(C)c1S(=O)(=O)Nc1ccc2c(c1)CC(=O)N([C@H](C)CO)C[C@@H](C)[C@@H](CN(C)Cc1ccc3c(c1)OCO3)O2,-7,0.0,-7,7,.,5,.,6
COc1ccc(CCC(=O)N2c3ccccc3N=C(c3ccc(C(F)(F)F)cc3)C2C(=O)NC(C)(C)C)cc1 (stereo unspecified),3,0.0,-46,.,0.4,-22,-6,.
C[C@@H]1CN([C@@H](C)CO)S(=O)(=O)c2ccc(-c3ccncc3)cc2O[C@H]1CN(C)C(=O)Nc1ccc(F)cc1,-8,1.8,-7,-5,-0.3,7,.,6
Cc1c(CCC(=O)NCCCN2CCCC2=O)c(=O)oc2c(C)c(O)ccc12,2,.,-11,3,.,-3,.,4
C[C@H]1CN([C@@H](C)CO)C(=O)c2cc(-c3cccc(F)c3)cnc2O[C@@H]1CN(C)C(=O)C1CCCCC1,46,-1.2,-2,-5,0.5,2,.,-7
Brc1ccc(-c2nnc(-c3cccnc3)o2)cc1,-5,-0.1,1,.,1.9,-109,1,.
Cc1onc(-c2c(F)cccc2Cl)c1C(=O)NNC(=O)C1CCN(Cc2ccccc2)CC1,-1,0.1,-7,.,.,-7,-7,.
CCC(=O)Nc1ccc2nc(C3CC3)n(Cc3ccc(C(C)(C)C)cc3)c(=O)c2c1,-3,-0.1,-14,-7,0.6,-11,11,3
COc1cccc(C#Cc2ccc([C@@H]3[C@@H](CO)N4C(=O)CN(C(=O)C5CC5)C[C@H]34)cc2)c1,5,0.2,-15,.,3.6,11,.,.
NN=C1c2ccccc2C(=O)C1C(=O)C(c1ccccc1)c1ccccc1 (stereo unspecified),-28,0.0,-28,-5,0.4,-21,-3,3
CC(=O)NC(CC(=O)Nc1ccc(S(=O)(=O)N2CCCC2)cc1)c1ccccc1 (stereo unspecified),.,.,.,10,0.1,.,-5,-4
CC[C@H](C)[C@H](NC(N)=O)C(=O)OCC(=O)NCc1ccc(Cl)cc1,-6,0.1,-3,.,2.8,-1,-3,.
CCN(CC(=O)Nc1c(F)cccc1F)C(=O)c1ccc(C#N)cc1,-5,0.1,-5,-8,-0.1,2,0,-10
O=[N+]([O-])c1cc(-c2csc(NCCc3nc4cc(Cl)c(N5CCCCC5)cc4n3CCCO)n2)ccc1Cl,13,0.0,2,0,-0.2,2,0,-2
CCOc1ccccc1NCc1cc(=O)oc2cc(C)c(O)cc12,0,0.2,-5,-5,.,17,1,21
O=C(Nc1ccc(Cl)cc1)Nc1cc(S(=O)(=O)N2CCOCC2)ccc1N1CCCC1,0,0.0,-11,.,.,9,-10,.
CC(C)NC(=O)N1C[C@@H]2[C@H](c3ccccc31)[C@H](CO)N2C(=O)Nc1ccc(F)cc1,10,0.0,-2,-3,0.0,2,-1,0
N#C[C@@H]1[C@@H](c2ccc(C3=CCCC3)cc2)[C@H](CO)N1C(=O)c1cccc(F)c1,-7,0.0,-36,2,-0.5,1,1,-1
COc1ccc([C@H]2CC(=O)C=C(/C=C/Cc3ccccc3)C2)cc1,6,-0.1,-16,2,2.0,0,12,2
C[C@@H]1CCCCO[C@@H](CN(C)Cc2ccccc2)[C@H](C)CN([C@@H](C)CO)C(=O)c2cc(NC(=O)c3ccncc3)ccc2O1,1,0.0,9,10,-0.1,.,-6,0
C/C=C/c1ccc2c(c1)O[C@@H](CN(C)C(=O)Cc1cccnc1)[C@H](C)CN([C@H](C)CO)S2(=O)=O,17,0.7,8,-2,1.2,-2,.,-1
Cc1nc(CNC(=O)C2CCC(=O)N(Cc3cccc(F)c3)C2)sc1C (stereo unspecified),-4,0.2,-7,3,.,5,9,.
COc1cccc(C#Cc2ccc([C@@H]3[C@H](C#N)N(C(=O)C4CCC4)[C@H]3CO)cc2)c1,-18,0.0,8,-7,-0.5,-8,0,0
Cn1cnc(CCNC(=O)C[C@H]2CC[C@@H]3[C@H](COC[C@H](O)CN3C(=O)Nc3ccccc3)O2)c1,-43,-0.1,-6,-1,0.0,-38,-11,1

# Part of the list above in order of count of non-hydrogen atoms, falling.
SMILES,S100A4 MyoIIA,Xi reactivation,RAD52 anneal inh,RAD54 inh,E-sel inducer,EWS-Fli inh,FN deposition inh,esBAF inh
O=[N+]([O-])c1cc(-c2csc(NCCc3nc4cc(Cl)c(N5CCCCC5)cc4n3CCCO)n2)ccc1Cl,13,0.0,2,0,-0.2,2,0,-2
O=C(Nc1ccc(Cl)cc1)Nc1cc(S(=O)(=O)N2CCOCC2)ccc1N1CCCC1,0,0.0,-11,.,.,9,-10,.
CC(C)NC(=O)N1C[C@@H]2[C@H](c3ccccc31)[C@H](CO)N2C(=O)Nc1ccc(F)cc1,10,0.0,-2,-3,0.0,2,-1,0

# Record cards, as listed above. Values in the order: S100A4 MyoIIA	Xi reactivation	RAD52 anneal inh	RAD54 inh	E-sel inducer	EWS-Fli inh	FN deposition inh	esBAF inh
# Record of Cc1onc(-c2c(F)cccc2Cl)c1C(=O)NNC(=O)C1CCN(Cc2ccccc2)CC1 = -1	0.1	-7	.	.	-7	-7	.
# Record of Cc1nc(CNC(=O)C2CCC(=O)N(Cc3cccc(F)c3)C2)sc1C (stereo unspecified) = -4	0.2	-7	3	.	5	9	.
# Record of Cc1c(CCC(=O)NCCCN2CCCC2=O)c(=O)oc2c(C)c(O)ccc12 = 2	.	-11	3	.	-3	.	4
# Record of C/C=C/c1ccc2c(c1)O[C@@H](CN(C)C(=O)Cc1cccnc1)[C@H](C)CN([C@H](C)CO)S2(=O)=O = 17	0.7	8	-2	1.2	-2	.	-1
# Record of CCN(CC(=O)Nc1c(F)cccc1F)C(=O)c1ccc(C#N)cc1 = -5	0.1	-5	-8	-0.1	2	0	-10

# More results.
SMILES,S100A4 MyoIIA,Xi reactivation,RAD52 anneal inh,RAD54 inh,E-sel inducer,EWS-Fli inh,FN deposition inh,esBAF inh
O=C(O)C1Cc2ccccc2CN1C(=O)CCl (stereo unspecified),-4,0.3,-9,.,3.0,5,3,.
CCC(=O)NC(NC(=S)Nc1ccc(S(N)(=O)=O)cc1)C(Cl)(Cl)Cl (stereo unspecified),.,-0.1,.,-2,.,.,-17,0
C[C@H](CO)N1C[C@H](C)[C@@H](CN(C)S(=O)(=O)c2ccccc2C#N)OCc2cn(nn2)CCCC1=O,-3&2,0.3&0.6,-14&-4,.,0.1,-3&-10,3&-11,5
FC(F)(F)c1ccc(Cl)c(NC(=S)N/N=C/c2ccccc2C(F)(F)F)c1,7,0.4,0,.,2.4,-1,-3,.
C[C@@H]1CN([C@H](C)CO)C(=O)c2cc(NC(=O)c3ccncc3)ccc2O[C@@H](C)CCCCO[C@H]1CN(C)S(=O)(=O)c1cn(C)cn1,9,-0.4,-6,-2,0.2,-2,.,-3
CC(/C=C/c1ccco1)=N\NC(=O)COc1ccc(C)c(C)c1,0,-0.2,-31,.,1.9,-2,-3,.
CO[C@@H]1CN(C)C(=O)c2cc(NC(=O)NC(C)C)ccc2OC[C@@H](C)N(C(=O)CN(C)C)C[C@@H]1C,5,-0.1,24,-4,-0.3,8,1,-4
COc1cc(-c2ccc(NC(=O)NC3CC3)c(OC)c2)ccc1NC(=O)NC1CC1,-13,0.3,-9,.,.,-68,0,.
Cc1noc(C)c1COc1ccc(C(=O)NCCc2ccc(F)cc2)cc1,7,-0.1,-7,-4,.,-14,0,14
CC1=C(C(=O)OC(C)C)C(c2ccccc2)NC(=S)N1C (stereo unspecified),-2,-0.1,-12,17,-1.3,4,1,.
CN1C(=O)c2cc(NC(=O)c3ccc(F)c(F)c3)ccc2OC[C@@H]2O[C@H](CC(=O)N[C@H]3CCN(Cc4ccccc4)C3)CC[C@H]21,0,0.0,-5,0,0.1,-3,3,-3
O=C(NN1CCCCC1)c1cccc2ccccc12,6,0.0,-4,2,0.3,0,9,0
Cc1ccc(C(=O)N/C(=C\c2ccc(-c3ccc(Cl)cc3)o2)C(=O)NCCCN(C)C)cc1,-2,0.0,52*,.,.,14,10,.
O=S1(=O)CC/C(=N\Nc2ccccc2)c2ccsc21,8,0.0,-5,.,6.9,-3,-26,.
C[C@@H]1CN([C@H](C)CO)C(=O)c2cc(NC(=O)CCN3CCOCC3)ccc2O[C@H]1CN(C)C(=O)Nc1cccc2ccccc12,-3,0.4,-22,8,-2.3,7,.,-4
Cc1cc(-c2ccc(C)c(S(=O)(=O)NCc3ccc(Br)cc3)c2)on1,-9,0.0,-16,-2,-0.2,2,12,-7
CCOc1ccc2ccccc2c1C(=O)Nc1cc(=O)n(C)c(=O)n1C,4,0.1,-12,-8,0.4,-1,2,0
Cc1cc(-c2nnc(SCC(=O)Nc3ccccc3C)n2N)n[nH]1,1,0.2,1,-5,.,5,-3,3
O=S1(=O)NC(C2CC2c2ccccc2)CCO1 (stereo unspecified),-30,-0.1,-4,-12,0.0,3,4,15
C[C@@H]1CN([C@@H](C)CO)C(=O)Cc2cc(NS(=O)(=O)c3ccc(F)cc3)ccc2O[C@H]1CN(C)C(=O)Nc1ccc(C(F)(F)F)cc1,6,0.2,-8,-2,-0.1,-4,.,-6
C[C@@H]1CN([C@H](C)CO)C(=O)c2cc(-c3cccc(F)c3)cnc2O[C@@H]1CN(C)Cc1cncnc1,4,-0.9,10,-5,-0.1,-2,4,-2
O=C(CN(C(=O)CCC(=O)Nc1ccccn1)c1cccc(F)c1)NCc1ccc(F)cc1,-2,0.4,-11,-9,-0.1,4,1,3
O=C(NCCCN1CCCC1=O)c1cccc(S(=O)(=O)N2CCN(c3ccc(F)cc3)CC2)c1,0,-0.1,-6,9,-0.6,2,1,6
O=C(NNC(=O)C1CC=CCC1)c1ccccc1Br (stereo unspecified),0,0.0,-20,3,0.2,-15,-1,36
CC(=O)OCC(=O)C1(O)CCC2C3CC(C)C4=CC(=O)C=CC4(C)C3(F)C(O)CC21C (stereo unspecified),-1,0.1,-8,3,-0.1,3,-4,-10
COc1ccc(S(=O)(=O)N(C)C[C@@H]2Oc3ccc(NC(=O)Nc4ccc(C(F)(F)F)cc4)cc3C(=O)N([C@@H](C)CO)C[C@@H]2C)cc1,-3,0.2,0,8,-0.2,11,2,-3
Cc1ccc([C@@H]2[C@@H]3C(=O)N(C)C(=O)[C@@H]3[C@]3(C)C(=O)N(Cc4ccccc4)CC(=O)N23)o1,1,0.4,-15,-1,-0.1,-4,-1,-5
CC(C(=O)Nc1ccccn1)N1C(=O)c2ccccc2S1(=O)=O (stereo unspecified),-2,-0.1,-7,-7,-0.2,-6,-4,-1

# Source: PubChem BioAssay
